# HepG2 viability: kills HepG2 cells in TGF-b inhibitor counter-screen. HepG2 CAGA-GFP viability, ATP luminescence, 18 h. Potency, µM (doses to about 46.1 µM), for inactives: at the highest dose activity change, negative = cytotoxicity, actives largely listed as cytotoxic. 410,000 tested, 0.76% active. AID 588856; also: potency is read from the fitted curve at half-maximal effect; some results filed as inactive show a strong effect at the top dose
#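 CellTiter-Glo luminescence gave cytotoxicity after 18 hours at 37 degrees C. The cells were HepG2 CAGA-GFP in 1% FBS DMEM, stimulated with 500 pg/mL TGF-beta after compound addition. %Activity was normalised to no-cell wells (complete cell-killing) and DMSO (no toxicity), and curves were fitted and classified.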
# HT1080 IDH1KD tx: HT-1080 IDH1 knockdown cell toxicity (counter line). AID 686971. Potency, µM (top dose mostly 46.1 µM), for inactives: at the highest dose activity, negative = toxicity, hits mostly cytotoxic. HT-1080 IDH1 knockdown viability, ATP luminescence, 48 h. 360,000 tested, 2% active;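 also: potency is read from the fitted curve at half-maximal effect; 0% = DMSO wells and -100% = cell-free medium wells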
#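 IDH1KD HT-1080 cells, 750/well, RPMI + 5% FBS; compound pinned after 2 h settling; 48 h, 37 °C; CellTiter-Glo luminescence; % activity normalised to DMSO and no-cell wells; curves fitted, classed by r2 and efficacy.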
# S2 tox: reduces viability in counter-screen for ATXN expression inhibitors | S2 cells (HEK-293 line with an ATXN2-luciferase reporter) viability, CellTiter-Fluor protease fluorescence, 24 h | Potency, µM (top dose mostly 56.7 µM), usual class: cytotoxic | 400,000 tested, 0.49% active; also: potency is read from the fitted curve at half-maximal effect; nearly all actives have a fitted effect of over 40% in size
# MCF10A rerep: DNA re-replication induction in MCF 10a cells; MCF 10A DNA re-replication, Hoechst nuclear intensity, 48 h; AID 624296; 350,000 tested, 2.9% active; Potency, µM (top dose mostly 46.1 µM), inactives show at the highest dose activity, positive = re-replication, most hits filed as activators; also: potency is read from the fitted curve at half-maximal effect; % of control where 0% means no effect; nearly all actives have a fitted effect of over 50% in size
# ATXN2 expr inh: reduces ATXN2 reporter expression in HEK-293 cells; HEK-293 ATXN2-luciferase reporter, luminescence, 24 h; Potency, µM (highest dose often 57 µM), for the others: top-dose activity change, negative = inhibition, most hits filed as inhibitors; 360,000 tested, 0.72% active; also: potency is read from the fitted curve at half-maximal effect; % is scaled to controls: 0 for no effect and ±100 for the full control effect; nearly all actives have a fitted effect of over 55% in size
#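 qHTS (up to 57 uM final) was run with 24 h compound exposure of reporter cells at 37 °C. Each well was multiplexed: SteadyGlo luminescence measured ATXN2-luciferase expression after a fluorogenic Gly-Phe-AFC viability readout (25 uM final).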
# IL1B secr inh: inhibitors of inflammasome signaling (IL-1 beta secretion); THP-1 LPS/ATP IL-1B secretion, AlphaLISA, 16 h; active compounds read low; activity change, % at 57.5 µM; 360,000 tested, 4.7% active; in the data active = activity change below about -50%; inconclusive = mostly about -30% to -49%; also: % is scaled to controls: 0 for no effect and ±100 for the full control effect
#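 Secreted IL-1B measured by AlphaLISA bead assay after 16 h compound exposure of THP-1 cells; compounds (final up to 57.5 uM) added 1 h before LPS (250 ng/mL) and ATP (1.25 mM) stimulation; lower signal means less secretion.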
# SW480 rereplic: DNA re-replication induction in SW480 cells; SW480 DNA re-replication, Hoechst DNA content imaging, 48 h; 340,000 tested, 1.8% active; Potency, µM (highest dose often 46.1 µM), for the others: at the top dose re-replication activation, most hits filed as activators; also: potency is read from the fitted curve at half-maximal effect; % of control where 0% means no effect; nearly all actives have a fitted effect of over 55% in size
#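 Image-based read-out: total Hoechst fluorescence of nuclei (405 nm excitation, 500-530 nm emission), with hits raising the fraction of high-intensity nuclei. SW480 colon cells incubated 48 hr with compounds at 37 C.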
# HT1080-NT tox: kills 2HG-producing HT-1080-NT fibrosarcoma cells. HT-1080-NT fibrosarcoma viability, CellTiter-Glo ATP luminescence, 48 h. Potency, µM (series often up to 46.1 µM), inactives show at the highest dose activity, negative = less viability, actives largely listed as cytotoxic. 360,000 tested, 1.6% active. AID 686970;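 also: NT is the 2HG producing partner of a matched IDH1 knockdown line; potency is read from the fitted curve at half-maximal effect; 0% = DMSO-treated cells and -100% = media-only wells without cells; nearly all actives have a fitted effect of over 55% in size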
#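 Fibrosarcoma NT cells, 750 per well in 5% FBS RPMI, were exposed to compound for 48 hours. Viability: CellTiter-Glo luminescence.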
# KB-3-1 cytotox: kills parental KB-3-1 adenocarcinoma cells; KB-3-1 viability, CellTiter-Glo ATP luminescence, 72 h; 400,000 tested, 1.4% active; Potency, µM (series often up to 46.1 µM), for inactives: at the highest dose activity change, negative = cytotoxic, usual class: cytotoxic; also: potency is read from the fitted curve at half-maximal effect; % is scaled to controls: 0 for no effect and ±100 for the full control effect; nearly all actives have a fitted effect of over 60% in size
#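 Viability of parental KB-3-1 cells, measured by CellTiter-Glo luminescence, followed a 72 h incubation at 37 °C with pinned compounds in phenol-red-free DMEM containing 10% FBS.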
# Starred values were filed as active, the others as inactive; i = inactive; ? = inconclusive; / = no result given; [ ] = another dose, or the depositor's remark. Unless noted, calls follow the shape of the dose curve; as a rule, active = well fitted curve in the direction sought with a large enough effect; inconclusive = small, poorly fitted or top-dose-only effect, or another doubt; inactive = no such curve, though single readings can be large; an effect the other way counts as inactive or inconclusive. Rows are unselected; any-hit rate near 8.9%.
SMILES,HepG2 viability,HT1080 IDH1KD tx,S2 tox,MCF10A rerep,ATXN2 expr inh,IL1B secr inh,SW480 rereplic,HT1080-NT tox,KB-3-1 cytotox
O=C(Nc1ccc2c(c1)OCO2)c1csc(COCCO)n1,-27%,14%,i,/,19%,-12,/,-3%,0%
O=S(=O)(c1ccccc1)c1nc(NCc2cccnc2)sc1Cl,4%,?,i,1%,-19%,14,-5%,-4%,-1%
O=C(OCCOCCN=C1NS(=O)(=O)c2ccccc21)c1ccccc1,17%,18%,i,0%,8%,46,-2%,12%,13%
Cc1ccc(N2C(=O)CSC2=S)cc1C,-5%,-3%,i,?,/,-2,-31%,1%,-6%
CCn1c(=O)n(CC)c2cc(N3CCCC3)c(NC(=O)c3ccccc3)cc21,-28%,-16%,?,?,?,?,-7%,-8%,-3%
CCOC(=O)C1CCCN(CCC(=O)Nc2ccc(Br)cc2)C1 (configuration not stated),-2%,-19%,i,-1%,-9%,-60*,-7%,-2%,3%
CCN1C(=O)[C@H]2[C@@H](c3ccc(C)cc3)N3C(=O)N(c4cccc(Br)c4)C(=O)[C@@]3(CC)[C@H]2C1=O,1%,2%,i,-7%,-1%,6,0%,19%,18%
Cc1ccc(Cc2nnc(SCC(=O)Nc3ccccc3Cl)[nH]c2=O)cc1,-16%,12%,i,-1%,-9%,11,?,11%,-17%
CCN(CC(=O)Nc1cc(Cl)ccc1C)C(=O)COc1ccccc1F,-25%,3%,i,2%,-18%,-11,2%,1%,3%
CCOC(=O)C(CCSC)Nc1nc(Cl)nc(Nc2ccc(Cl)cc2)n1 (configuration not stated),-2%,-6%,i,-9%,0%,4,2%,-16%,5%
CC(C)c1nnc(SCC(=O)Nc2ccc3c(c2)OCCO3)n1C,4%,13%,i,-2%,-3%,9,-9%,8%,20%
CNC(=S)NNC(=O)c1sccc1OCc1cccc(C(F)(F)F)c1,-10%,?,i,1%,-7%,4,0%,-30%,-3%
COc1ccc([N+](=O)[O-])cc1NC(=O)CSc1nc(C)c(C)c(C)n1,5%,16%,i,-2%,13%,9,-4%,21%,8%
C#CCSc1ncc(-c2ccccc2)cn1,-31%,13%,i,-38%[inhibitor],21%,1,-133%,15%,-10%
CCN1CCN(c2ncnc3c2cnn3-c2cc(Cl)ccc2C)CC1,0%,/,?,/,-20%,/,/,/,-15%
COc1cc(OC)cc(C(=O)N[C@H](C(=O)OCC(=O)N2CCc3ccccc32)C(C)C)c1,0%,19%,i,-1%,1%,11,-5%,0%,-1%
Cc1cc(C)cc(NC(=O)CSc2nnc(CN3CCOCC3)n2C)c1,-4%,1%,i,13%,0%,0,-12%,-4%,-15%
Cc1ccc(S(=O)(=O)Nc2ccc3c(c2)n(C)c(=O)n3C)cc1,-20%,-25%,i,17%,0%,-3,1%,-10%,?
CCOc1ccc(NC(=O)Nc2ccccc2SC)cc1,-62%,-23%,i,10%,33%[activator],?,-3%,-22%,?
CCCC(=O)N1CCN(c2ccc(NC(=O)c3ccc(OCC)c([N+](=O)[O-])c3)cc2)CC1,2%,-16%,i,-6%,-3%,5,-69%[inhibitor],-16%,8%
CSc1ccc(C2NC(=O)c3c(sc4c3CCN(C)C4)N2)cc1 (configuration not stated),-12%,-6%,i,10%,16%,5,-1%,-1%,?
Cn1cccc1Cc1nnc(SCC(=O)Nc2ccc3c(c2)OCCO3)n1-c1ccc(F)cc1,-2%,9%,i,-2%,8%,-12,13%,7%,9%
O=c1cc(CSc2nnc(COc3ccccc3)n2-c2ccccc2)c2ccccc2[nH]1,-3%,5%,i,11%,26%,-7,-21%,2%,-8%
CC(C)OP(=O)(OC(C)C)/C(C=O)=N\Nc1ccc([N+](=O)[O-])cc1,-81%,16µM*,28µM*,0%,/,-90*,-15%,21µM*,?
O=C(NCCc1ccccn1)c1nc(Cn2cc([N+](=O)[O-])cn2)no1,9%,5%,i,17%,20%,22,-4%,-3%,-1%
CC(=O)c1sc2c(c1C)c(=O)n(-c1ccc(Cl)cc1)c(=O)n2Cc1cc(=O)n2cc(Cl)ccc2n1,11%,/,i,/,2%,/,/,/,-5%
CC12CCC(=O)N1C(C(=O)Nc1cccc3ccccc13)CS2 (configuration not stated),-3%,-11%,i,8%,8%,4,3%,-6%,0%
Cc1nc2c(c(=O)n1CCC(C)C)c1nc3ccccc3nc1n2CC1CCCO1 (configuration not stated),14%,-1%,i,-1%,-19%,37,7%,5%,6%
CCc1ccc(C(=O)c2ccccc2C(=O)O)s1,1%,8%,i,0%,-3%,0,-11%,11%,2%
COc1ccc(OC)c(N=Cc2c(O)c3ccccc3oc2=O)c1,4%,3%,/,9%,/,-2,-3%,1%,2%
CCCSc1nc(N)c(C#N)c(-c2ccc(C)cc2)c1C#N,23%,-7%[9.24 µM],i,9%,1%,22,-8%,-24%,13%
COc1ccc(N(CC(=O)Nc2cccnc2)S(=O)(=O)c2ccccc2)cc1Cl,1%,-9%,i,11%,0%,-1,-4%,-9%,-4%
COc1cccc(OCC(=O)NN=C2c3ccccc3-c3ccccc32)c1,-30%,-16%,?,7%,?,-14,13%,-29%,1%
Fc1ccccc1CNc1ncnc2sccc12,-3%,?,i,7%,-27%,-8,-19%,-4%,-5%
CN(C)S(=O)(=O)c1cccc(NS(=O)(=O)c2ccc(Cl)s2)c1,1%,2%,i,12%,8%,13,-5%,3%,-7%
CCCCCCSc1ccc(-c2nc3ccc(C)cn3c2NCCCC)cc1OC,/,?,28µM*,/,0%,-24,/,21µM*,?
CN(CCOc1ccc(Cl)cc1)C(=O)C1CCN(C(=O)c2ccc(F)cc2)CC1,6%,5%,i,4%,3%,-11,-3%,-2%,/
CC(C)C1C(=O)N(Cc2cn(CCC3OCCCO3)nn2)CCS(=O)(=O)N1Cc1ccc(-c2cccc(CO)c2)cc1 (configuration not stated),10%,4%,i,/,10%,-15,/,3%,-5%
O=C(NC1CCCCC1)C(c1ccnc2ccccc12)n1c(=O)c(-c2ccccc2)nc2ccccc21 (configuration not stated),/,12µM*,/,/,/,55,/,13µM*,18µM*
O=C(NNS(=O)(=O)c1ccccc1)c1cnn(-c2ccc(Cl)cc2)c1C(F)(F)F,-27%,-2%,i,1%,/,35,?,-4%,-2%
Oc1[nH]c2ccccc2c1N=Nc1ccc(C(F)(F)F)cn1,3%,-15%,i,22%,87%[activator],29,-4%,-4%,7%
CCc1nnc(NC(=O)c2oc3ccc(Br)cc3c2C)s1,-1%,21%,i,21µM*,9%,-17,-4%,10%,-3%
COCCCNC(=O)/C(C#N)=C/c1c(N2CCN(c3ccccc3)CC2)nc2c(C)cccn2c1=O,-16%,-10%,i,-3%,/,-7,-12%,-3%,-10%
Cn1c(=O)c2c(nc3n2CCCN3CCc2ccccc2)n(C)c1=O,-10%,2%,i,0%,-13%,111,11%,-7%,-20%
COc1ccc(CN2CCC(C(=O)N(C)CCc3ccc(OC)c(OC)c3)CC2)c(OC)c1,-22%,2%,i,-1%,-19%,-1,0%[9.22 µM],-1%,-1%
COc1ccc(C)cc1NC(=S)N1CC(C)OC(C)C1 (configuration not stated),-3%,17%,i,-14%,4%,0,-4%,11%,2%
C#CCNC(=O)C1=C[C@H](C2CC2)C[C@H](OCCCCO)O1,0%,-1%,i,17%,5%,17,?,10%,0%
CCCNC(=O)C1(C)CCN(C(=O)c2oc3ccccc3c2C)C1 (configuration not stated),4%,26%,i,/,-9%,15,/,0%,2%
CC1CCC(NC(=O)C2CCC(CNS(=O)(=O)c3ccccc3)CC2)CC1 (configuration not stated),-3%,7%,i,17%,16%,0,-15%,6%,3%
CC1CCN(S(=O)(=O)c2ccc(Cl)cc2Br)CC1,-17%,-2%,i,-94%[0.0737 µM],-7%,7,?,-1%,0%
CC1=C(C(=O)OC(C)C)[C@@H](c2ccc(C)o2)NC(=O)N1,12%,14%,i,?,-8%[11.3 µM],-17,-9%,16%,6%
Cc1cccc(N2CCN(Cc3nc(-c4ccccc4Cl)oc3C)CC2)n1,-12%,-2%,i,-17%,-24%,?,0%,-25%,6%
Fc1ccccc1-c1ccc(/C=N/Nc2nc3ccccc3[nH]2)o1,-57%,26µM*,i,18µM*,/,0,?,?,?
CCN(CC)S(=O)(=O)c1ccc(NC(=O)COC(=O)c2ccc(Br)o2)cc1,-18%,0%,i,-5%,4%,5,-2%,5%,-13%
O=C1SCCC1NC(=O)C(c1ccccc1)c1ccccc1 (configuration not stated),-1%,24%,i,-2%,-28%,/,1%,-1%,6%
CCn1c(C)nc2cc(C(=O)NNC(=S)Nc3ccccc3)ccc21,-10%,17%,i,4%,34%[activator],-2,22%,20%,16%
CCc1ccc(C(=O)c2cn(CC(=O)NCCc3ccccc3)c3nc(C)ccc3c2=O)cc1,0%,/,i,/,12%,/,/,/,-3%
COc1ccc(S(=O)(=O)n2nc(OC(=O)c3cccs3)cc2N)cc1,-21%,3%,i,6%,-5%,23,-4%,4%,24%
CCOc1ccc(C(=O)C[n+]2ccc(C(=O)NCc3ccccc3)cc2)cc1,-7%,0%,i,17%,-29%,?,2%,-18%,5%
Cn1/c(=N\NC(=O)c2ccccc2Cl)sc2ccccc21,0%,14%,i,-34%[inhibitor],27%,-3,-41%[inhibitor],11%,3%
